Screening results from PubChem.
RGS4 inh: inhibitors of human regulator of G protein signaling 4; Potency, µM (series often up to 114 µM), for inactives: at the top dose activity change, negative = inhibition, most hits filed as inhibitors; 390,000 tested, 0.039% active; P49798; Transcreener GDP fluorescence polarization, RGS4-accelerated GTP hydrolysis; note: potency is the fitted concentration of half-maximal effect; % is set by controls: 0 for no effect and ±100 for the full control effect; nearly all actives have a fitted effect of over 75% in size; some results filed as inactive show a strong effect at the top dose
Target sequence (P49798 whole entry, looked up): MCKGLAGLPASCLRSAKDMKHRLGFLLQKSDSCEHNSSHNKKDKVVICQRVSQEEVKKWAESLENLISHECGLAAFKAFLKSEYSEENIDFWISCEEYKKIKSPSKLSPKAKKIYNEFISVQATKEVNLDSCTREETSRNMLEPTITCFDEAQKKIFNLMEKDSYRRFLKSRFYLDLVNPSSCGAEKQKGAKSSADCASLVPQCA
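MLSMR compounds (23 nl, pin-transferred) preincubated 10 min at room temperature with a 500nM (2x) first reagent, then RGS4 at 900nM (2x) plus Transcreener GDP mix added; fluorescence polarization (620/688 nm) read before and after 90 min at 30 °C.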
POLK inh: inhibitors of human DNA polymerase kappa. Q9UBT6. purified Pol kappa, fluorescent DNA synthesis assay, 10 min. Potency, µM (series often up to 107 µM), for inactives: at the top dose activity, negative = inhibition, actives largely listed as inhibitors. 400,000 tested, 0.53% active. AID 588579; note: potency is the fitted concentration of half-maximal effect; % is set by controls: 0 for no effect and ±100 for the full control effect
Target sequence (Q9UBT6 whole entry, looked up): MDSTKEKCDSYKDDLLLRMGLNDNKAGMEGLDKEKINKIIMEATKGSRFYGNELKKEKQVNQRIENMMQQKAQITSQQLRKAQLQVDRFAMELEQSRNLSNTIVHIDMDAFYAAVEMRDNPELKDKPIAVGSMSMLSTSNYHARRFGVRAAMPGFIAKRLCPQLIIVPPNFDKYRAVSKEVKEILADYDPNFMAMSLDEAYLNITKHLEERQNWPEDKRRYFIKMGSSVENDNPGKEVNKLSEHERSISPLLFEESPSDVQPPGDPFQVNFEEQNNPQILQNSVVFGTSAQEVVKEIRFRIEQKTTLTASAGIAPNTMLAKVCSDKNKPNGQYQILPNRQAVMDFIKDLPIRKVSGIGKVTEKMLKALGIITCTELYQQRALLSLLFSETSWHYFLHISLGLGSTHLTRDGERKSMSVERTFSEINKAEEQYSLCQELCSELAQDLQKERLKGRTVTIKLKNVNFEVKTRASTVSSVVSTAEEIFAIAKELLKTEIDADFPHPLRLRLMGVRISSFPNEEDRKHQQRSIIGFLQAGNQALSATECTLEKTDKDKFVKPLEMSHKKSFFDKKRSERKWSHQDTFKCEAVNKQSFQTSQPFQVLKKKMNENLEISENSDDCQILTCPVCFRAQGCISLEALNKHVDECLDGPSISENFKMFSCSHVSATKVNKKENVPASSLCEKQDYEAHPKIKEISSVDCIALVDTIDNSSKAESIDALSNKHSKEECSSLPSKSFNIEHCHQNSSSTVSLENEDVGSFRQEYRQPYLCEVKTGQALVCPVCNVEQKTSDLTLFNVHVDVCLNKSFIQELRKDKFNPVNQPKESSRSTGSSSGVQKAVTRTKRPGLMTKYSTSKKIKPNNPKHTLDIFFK
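Enzyme at 10 nM met test compounds for 15 min at room temperature. Substrate addition (50 nM final) began the reaction, which was monitored by fluorescence at 0 and 10 min.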
ERG Ets-DNA blk: blocks human ERG Ets domain binding to DNA. fluorescence polarization, His-ERG Ets domain / labelled DNA. Potency, µM (titrated, usually from 76.9 µM), for inactives: at the top dose FP activity, negative = inhibition, hits mostly inhibitors. 370,000 tested, 0.028% active; active = well fitted inhibition curve with a large enough effect in the polarisation, with a control signal flat; inconclusive = small, poorly fitted or top-dose-only effect, or effect the other way, or a change in a side signal; inactive = no such curve, though single readings can be large or run the other way; the % refers to the polarisation;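 note: polarization taken with two DNA probes labelled with fluorescein and Texas red; potency is the fitted concentration of half-maximal effect; % of control where 0% means no effect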
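His-tagged ERG Ets domain (1 uM in the protein solution; 300mM KCl, 50mM Tris-HCl, 1mM EDTA, 1mM DTT, pH 7.5) received compound, then a probe mix of 5 nM fluorescein-DNA and 100nM Texas-615-DNA. Fluorescence polarization was read for both dyes.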
POLB inh: blocks human DNA polymerase beta activity; P06746; Potency, µM (doses to about 114 µM), for inactives: at the highest dose activity change, negative = inhibition, actives largely listed as inhibitors; 340,000 tested, 1.3% active; Pol beta primer extension/strand displacement, fluorescence kinetic; AID 485314; note: potency is the fitted concentration of half-maximal effect; % is set by controls: 0 for no effect and ±100 for the full control effect
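Kinetic readout of DNA synthesis with strand displacement by Pol beta. Compound and 10 nM enzyme sit 15 min at room temperature; 50 nM substrate starts the reaction, read immediately and at 10 min.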
Apoferritin bind: candidate novel general anesthetic via apoferritin binding; apoferritin/1-aminoanthracene competitive binding, fluorescence; AID 485281; P02791; Potency, µM (doses to about 77.5 µM), for the others: at the highest dose activity change, negative = displacement, hits mostly inhibitors; 350,000 tested, 0.074% active; note: potency is the fitted concentration of half-maximal effect; % is set by controls: 0 for no effect and ±100 for the full control effect; nearly all actives have a fitted effect of over 20% in size
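Horse-spleen apoferritin (10 uM) in 50% saturated 1-aminoanthracene in PBS was incubated 10 min at room temperature with compound. Fluorescence (ex 380, em 535 nm) was normalized to free and bound 1-AMA, with concentration-response fitted by a four-parameter Hill equation.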
APE1 inh: blocks human APE1 abasic DNA cleavage; recombinant APE1, TAMRA/BHQ-2 abasic DNA cleavage fluorescence; 350,000 tested, 0.35% active; Potency, µM (top dose mostly 65.8 µM), for inactives: at the highest dose activity change, negative = inhibition, actives largely listed as inhibitors; P27695;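 note: potency is the fitted concentration of half-maximal effect; plate controls were vehicle for no effect and reference inhibitor for full effect; nearly all actives have a fitted effect of over 55% in size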
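Substrate: short duplex with […] THF abasic site, 5'-TAMRA and 3'-BHQ-2, 50 nM final. APE1 at 0.75 nM, preincubated 15 min RT with compound. Fluorescence increase from first to third read measured activity.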
ALOX12 inh: ALOX12 (human) lipoxygenase inhibition; P18054; purified 12hLO, xylenol orange hydroperoxide absorbance; AID 1671190; Potency, µM (highest dose often 108 µM), for the others: at the highest dose activity change, negative = inhibition, most hits filed as inhibitors; 580,000 tested, 1.1% active; note: potency is the fitted concentration of half-maximal effect; % is set by controls: 0 for no effect and ±100 for the full control effect
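Purified human 12hLO at 150 nM in 25 mM Hepes, 0.01% Triton X-100, pH 7.0, preincubated 15 min at room temperature with compound. Reaction started with 40 uM arachidonic acid, 30 min at room temperature. Hydroperoxide measured by Fe-xylenol orange, 573/405 nm absorbance ratio.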
POLH inh: DNA polymerase eta (human) inhibition; Q9Y253; recombinant Pol eta, fluorescent DNA replication assay; Potency, µM (titrated, usually from 114 µM), inactives show top-dose activity change, negative = inhibition, actives largely listed as inhibitors; 390,000 tested, 1.2% active; AID 588591; note: potency is the fitted concentration of half-maximal effect; % is set by controls: 0 for no effect and ±100 for the full control effect
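Fluorescent replication assay: 50 nM final substrate added after a 15 min room-temperature compound preincubation with 10 nM enzyme. Signal taken at 0 min and again at 10 min.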
LDHA inh: inhibitors of human lactate dehydrogenase A. P00338. purified LDHA, NADH/diaphorase-resazurin fluorescence; active compounds read low. activity change, % (values are at about 110 or 230 µM). 480,000 tested, 0.15% active; in the data active = activity change below about -30%; inconclusive = mostly about -25% to -30%;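 note: plate controls were DMSO wells for no effect and wells without enzyme for full effect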
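Enzyme activity of human lactate dehydrogenase 5 (2 nM; 0.06 mM NADH, 0.2 mM pyruvate, 5 min, RT) is measured via a resazurin/diaphorase fluorescence readout of residual NADH.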
* = called active by the depositor; i = inactive; u = inconclusive; x = no result given; & = joins results of further samples; [ ] = another dose, or the depositor's remark. Unless noted, calls come from the whole dose curve; as a rule, active = well fitted curve in the direction sought with a large enough effect; inconclusive = small, poorly fitted or top-dose-only effect, or another doubt; inactive = no such curve, though single readings can be large; an effect the other way counts as inactive or inconclusive. An excerpt; count on the stated rates, not on these rows.

SMILES	RGS4 inh	POLK inh	ERG Ets-DNA blk	POLB inh	Apoferritin bind	APE1 inh	ALOX12 inh	POLH inh	LDHA inh
Cc1cc(SCC(=O)NCCN2C(=O)CSC2=O)nc2c(C)cccc12	12%	-9%	0%	7%	-1%	3%	-21%	-8%	-12
CC(C)c1ccc(C(=O)Nc2ccc(N3CCOCC3)cc2)cc1	-2%	-9%	-4%	1%	-9%	5%	u	-16%	-4
CCCN1CCc2c(sc(NC(=O)c3ccc(S(=O)(=O)N4CCCC4)cc3)c2C(N)=O)C1	u	-6%	7%	17%	-14%	-3%	u	-9%	3
Cn1cc(S(=O)(=O)N2CCOCC2)cc1C(=O)NCCc1ccccc1	14%	-6%	-6%	19%	-18%	12%	x	-1%	-4
O=C(NNc1ccc([N+](=O)[O-])cc1)Nc1ccccc1	u	1%	0%	36%	u	-5%	u	-7%	10
CCc1ccc(CNC(=O)CCc2nnc(Cc3cccc(C(F)(F)F)c3)o2)nc1	-11%	-1%[60.1 µM]	21%	18%	-13%	1%	-12%	-15%	-1
Cc1cc(-n2c(C)cc(C(=O)COc3cc(F)ccc3[N+](=O)[O-])c2C)no1	8%	-5%	1%	x	x	24%	-3%	-17%	-4
CCn1c(SCC(=O)NC(C)(C)C)nnc1-c1ccoc1C	-13%	6%	7%	-24%	1%	2%	0%	2%	6
O=C(COc1cccc2cccnc12)N/N=C/c1ccc(O)cc1	u	1%	2%	u	-22%	-8%	i	-9%	0
CC(C)=CC(=O)N1CCC(n2nccc2NC(=O)CCc2ccccc2)CC1	-15%	13%	-3%	-1%	-5%	1%	16%	-9%	-1
CCN(CC)CC(=O)Nc1c(C)cc(C(C)(C)C)cc1C	15%	-2%	7%	1%	u	5%	-4%	0%	-4
CCOc1cc(C2C3=C(CCCC3=O)N(CC(=O)O)C3=C2C(=O)CCC3)ccc1OC	0%	9%	-13%	11%	-10%	22%	u	-13%	2
CC[C@H](C)/C=C/C1=CC2=C(Cl)C(=O)[C@@]3(C)OC(=O)C(C(=O)[C@H](C)[C@@H](C)O)=C3C2=CO1	u	u	12%	x	x	x	x	18µM*	-1
COc1ccccc1CNC(=O)Cc1c(C)c2cc3c(C)coc3c(C)c2oc1=O	-13%	-10%	9%	u	-7%	x	-23%	-36%	-3
O=C(N/N=C/C1CC=CCC1)c1ccc(Cl)cc1O (centres undefined)	-2%	-13%	-2%	-1%	3%	10%	-6%	-8%	1
COc1ccc(-c2nnc(SCC(=O)Nc3cc(F)ccc3C)o2)cc1	5%	-14%	5%	15%	-6%	-5%	388%[activator]	-19%	-9
NNC(=O)c1sccc1OCc1ccc(Cl)cc1	-1%	2%	1%	37%	u	-2%	1%	-3%	-4
O=C(COc1ccc2c3c(c(=O)oc2c1)CCCC3)NCc1ccncc1	22%	-2%	5%	-4%	-4%	-9%	0%	-2%	-7
COCCNC(=O)CN1C(=O)COc2ccc(S(=O)(=O)N3CCCCCC3)cc21	11%&-28%	-14%&-11%	3%&-8%	24%&2%	9%&-9%	-4%	0%&-7%	-24%&-11%	-3&-2
Cc1ccc(N2CC(C(=O)Nc3ccc4c(c3)OCO4)CC2=O)cc1 (centres undefined)	-42%	-2%	4%	11%	7%	-1%	0%	-2%	-3

In another format: twelve of the compounds above.
Below each compound: RGS4 inh, POLK inh, ERG Ets-DNA blk, POLB inh, Apoferritin bind, APE1 inh, ALOX12 inh, POLH inh, LDHA inh
CCCN1CCc2c(sc(NC(=O)c3ccc(S(=O)(=O)N4CCCC4)cc3)c2C(N)=O)C1
    u, -6%, 7%, 17%, -14%, -3%, u, -9%, 3
Cn1cc(S(=O)(=O)N2CCOCC2)cc1C(=O)NCCc1ccccc1
    14%, -6%, -6%, 19%, -18%, 12%, x, -1%, -4
O=C(NNc1ccc([N+](=O)[O-])cc1)Nc1ccccc1
    u, 1%, 0%, 36%, u, -5%, u, -7%, 10
CCc1ccc(CNC(=O)CCc2nnc(Cc3cccc(C(F)(F)F)c3)o2)nc1
    -11%, -1%[60.1 µM], 21%, 18%, -13%, 1%, -12%, -15%, -1
Cc1cc(-n2c(C)cc(C(=O)COc3cc(F)ccc3[N+](=O)[O-])c2C)no1
    8%, -5%, 1%, x, x, 24%, -3%, -17%, -4
CCn1c(SCC(=O)NC(C)(C)C)nnc1-c1ccoc1C
    -13%, 6%, 7%, -24%, 1%, 2%, 0%, 2%, 6
O=C(COc1cccc2cccnc12)N/N=C/c1ccc(O)cc1
    u, 1%, 2%, u, -22%, -8%, i, -9%, 0
CC(C)=CC(=O)N1CCC(n2nccc2NC(=O)CCc2ccccc2)CC1
    -15%, 13%, -3%, -1%, -5%, 1%, 16%, -9%, -1
CCN(CC)CC(=O)Nc1c(C)cc(C(C)(C)C)cc1C
    15%, -2%, 7%, 1%, u, 5%, -4%, 0%, -4
CCOc1cc(C2C3=C(CCCC3=O)N(CC(=O)O)C3=C2C(=O)CCC3)ccc1OC
    0%, 9%, -13%, 11%, -10%, 22%, u, -13%, 2
CC[C@H](C)/C=C/C1=CC2=C(Cl)C(=O)[C@@]3(C)OC(=O)C(C(=O)[C@H](C)[C@@H](C)O)=C3C2=CO1
    u, u, 12%, x, x, x, x, 18µM*, -1
COc1ccccc1CNC(=O)Cc1c(C)c2cc3c(C)coc3c(C)c2oc1=O
    -13%, -10%, 9%, u, -7%, x, -23%, -36%, -3

The list continues:
SMILES	RGS4 inh	POLK inh	ERG Ets-DNA blk	POLB inh	Apoferritin bind	APE1 inh	ALOX12 inh	POLH inh	LDHA inh
Cc1oc(/C=N/NC(=O)CC2(C)OCCO2)cc1Br	15%	-3%	-8%	12%	-12%	4%	0%	-1%	-9
CCC1=C2CC[C@H]3C(=O)N(CC)C(=O)[C@H]3[C@H]2[C@@]2(Cc3ccccc3)C(=NCCOC)OC(=O)N2C1=O	11%	1%	-7%	-15%	-6%&-7%	14%&1%	3%	-5%	-10
Cc1ccccc1C(=O)O[C@H]1[C@H](Cc2ccccc2)NS(=O)(=O)[C@H]2CC3C=C[C@]12O3	4%	-9%&-16%	0%	x	x	-17%	0%	-11%	-4
CCOC(=O)C1=C(N)Oc2ccc3ccccc3c2C1c1cccnc1 (centres undefined)	-10%	-15%	-2%	2%	-14%	-7%	u	-19%	-4
COc1cccc(CNc2ncnc3cc(Cl)ccc23)c1	23%[56.9 µM]	-4%	1%	-12%	-8%	12%	-21%	-15%	-4
Cc1ccc(S(C)(=O)=NC(=O)NC(=O)c2c(Cl)cccc2Cl)cc1 (centres undefined)	-17%	-18%	9%	15%	1%	3%	-31%	0%	-6
CCCCN(CC)C(=O)Cn1c(=O)sc2ccccc21	20%	-6%	x	29%	-19%	2%	5%[57.4 µM]	1%	-7
O=C(C1CCN(S(=O)(=O)c2ccccc2)CC1)N1CCCCCC1	-12%	-12%	-6%	31%	-5%	3%	-11%	-18%	-2
COc1ccc(C(CC(=O)NCc2ccccc2Cl)N2Cc3ccccc3C2=O)cc1OC (centres undefined)	3%	-2%	0%	2%	-14%	x	-25%	-5%	1
CCC(=O)C1CCCN(C(=O)CCc2nnc(-c3ccc(C(C)=O)s3)o2)C1 (centres undefined)	-30%	-1%	-12%	-2%	-1%	-1%	1%	-18%	0
O=C(Cn1cnc2c(nnn2Cc2ccc(Cl)cc2)c1=O)NCC1CCCO1 (centres undefined)	7%	1%	6%	-28%	6%	3%	-2%	6%	-2
COc1ccc(Cn2cc(C(=O)c3ccc(Cl)cc3)c(=O)c3cc4c(cc32)OCO4)cc1	-5%	-7%	-2%	48%	-2%	x	-9%	-7%	-18
COc1cc2oc(=O)ccc2cc1-c1c(OC)ccc2ccc(=O)oc12	5%	1%	-9%	x	x	10%	0%	-20%	-8
COc1ccccc1-n1c(C)nnc1SCC(=O)Nc1cc(C)cc(C)c1	-37%	-1%	-5%	4%	-14%	27%	-17%	u	-4
CCOC(=O)Cn1cnc([N+](=O)[O-])n1	1%	-1%	4%	13%	2%	8%	39%[activator]	-16%	18
Cc1cccc(OCC(=O)N/N=C\C=C\c2ccc3c(c2)OCO3)c1C	-17%[11.4 µM]	-8%	6%	1%	u	-3%	1%	-2%	-6
CCCc1ccc(OCC(O)CN2CCCC2)cc1 (centres undefined)	-11%	-17%	-15%	1%	-14%	55%[activator]	0%	-17%	-4
COc1ccc(S(=O)(=O)N2CCOCC2)cc1NC(=O)CN(C)Cc1c(F)cccc1Cl	-7%	2%	2%	-3%	-9%	1%	43%[activator]	-22%	2
O=C(CSc1cccc[n+]1[O-])c1cc2ccccc2o1	-10%	-17%	5%	3%	u	6%	x	2%	5
COc1ccc(CC(=O)OCC(=O)Nc2ccc(N3CCOCC3)cc2)cc1	-12%	16%	-6%	10%	-8%	5%	3%	-14%	1
Cc1cc(C)cc(Nc2nc(-c3ccc(S(=O)(=O)N4CCCC4)cc3)cs2)c1	-20%	-5%	6%	0%	0%	0%	-25%	1%	-4
